IDH1 mut inh: blocks human IDH1 R132H reductase activity | inhibition, % at 10 µM | diaphorase/resazurin fluorescence, 60 min | AID 624101 | actives 0.18% (n = 70,000) | O75874; in the data active = inhibition above about 34%;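 also: 0% = DMSO and 100% = no enzyme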
Target sequence (O75874 whole entry R132H): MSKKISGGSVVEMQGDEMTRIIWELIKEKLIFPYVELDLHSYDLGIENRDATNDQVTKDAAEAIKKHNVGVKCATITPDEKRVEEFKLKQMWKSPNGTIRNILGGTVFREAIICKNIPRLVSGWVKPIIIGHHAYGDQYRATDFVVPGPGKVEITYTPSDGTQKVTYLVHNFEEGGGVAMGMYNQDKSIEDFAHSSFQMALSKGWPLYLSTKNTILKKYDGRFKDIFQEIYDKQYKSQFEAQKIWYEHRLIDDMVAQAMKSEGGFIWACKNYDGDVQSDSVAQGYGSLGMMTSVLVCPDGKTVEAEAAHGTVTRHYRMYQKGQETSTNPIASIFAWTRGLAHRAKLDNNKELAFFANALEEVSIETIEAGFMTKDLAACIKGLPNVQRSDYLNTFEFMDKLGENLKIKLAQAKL
PRC2 inh: EZH2 (human) methyltransferase inhibition; Q15910; PRC2 H3K27 methylation, DELFIA TRF, 1 h; inhibition, % at 12.5 µM; actives 0.35% (n = 57,000); AID 651548;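 active = mean inhibition of replicates at least 50% and every single replicate also reaching 50%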;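 also: dimethyl H3K27 on biotinylated H3 21-44 peptide detected by antibody; plate controls were median neutral control wells for no effect and median positive control wells for full effect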
Starred values were filed as active, the others as inactive; · = no result given. A portion of the library; the hit share may differ from the screen's.

SMILES	PRC2 inh	IDH1 mut inh
COCC(=O)Nc1ccc2c(c1)C(=O)N(C)C[C@@H](OC)[C@H](C)CN(Cc1ccccc1OC)[C@@H](C)CO2	-8.5	0.2
Cc1noc(C)c1NC(=O)N[C@@H]1CC[C@H](CC(=O)N2CCN(C)CC2)O[C@@H]1CO	2.2	0.2
C[C@@H]1CN([C@@H](C)CO)C(=O)c2cc(NC(=O)CCCCCC(=O)Nc3ccccc3N)ccc2O[C@@H]1CN(C)C(=O)Nc1ccc(F)cc1	-16.7	·
COCC(=O)N1C[C@H](C)[C@H](OC)CN(C)C(=O)c2ccc(NC(=O)Nc3ccccc3)cc2OC[C@@H]1C	2.3	-0.1
Cc1noc(C)c1S(=O)(=O)Nc1ccc2c(c1)CC(=O)N([C@H](C)CO)C[C@@H](C)[C@H](CN(C)Cc1ccc(-c3ccccc3)cc1)O2	·	2.1
COCCCNC(=O)[C@@]1(Cc2ccccc2I)c2ccccc2C(=O)N(Cc2ccccc2OC)[C@H]1c1ccc(CO)cc1	-3.6	·
COc1ccc(CN(C)C[C@@H]2Oc3c(NS(C)(=O)=O)cccc3C(=O)N([C@@H](C)CO)C[C@H]2C)cc1	5.7	0.2
COCC(=O)Nc1ccc2c(c1)[C@@H]1C[C@@H](CC(=O)NCc3ccccn3)O[C@H](CO)[C@@H]1O2	-8.6	-1.2
COc1ccc(-n2c(SCC(=O)Nc3ccc(Cl)cc3C)nnc2-c2ccccc2F)cc1	3.4	0.1
COc1ccccc1CNC(=O)C[C@@H]1CC[C@@H](NC(C)=O)[C@H](CO)O1	9.2	-0.3
Cc1ccccc1-c1ccc2c(c1)O[C@H](CN(C)C(=O)Nc1ccccc1)[C@@H](C)CN([C@H](C)CO)S2(=O)=O	·	-0.3
COc1ccc(S(=O)(=O)Nc2ccc3c(c2)C(=O)N([C@H](C)CO)C[C@@H](C)[C@@H](CN(C)S(=O)(=O)c2cccs2)OCCCC[C@H](C)O3)cc1	·	-11.7
Cc1ccc(S(=O)(=O)N[C@@H]2CC[C@@H](CC(=O)NCCN3CCCCC3)O[C@@H]2CO)cc1	2.1	0.0
CCCC(=O)Nc1ccc2c(c1)C(=O)N(C)C[C@@H](OC)[C@H](C)CN(S(=O)(=O)c1cn(C)cn1)[C@H](C)CO2	-2.2	-0.3
Cc1c(NC(=O)CN(c2ccc(F)c(Cl)c2)S(C)(=O)=O)cccc1[N+](=O)[O-]	8.2	0.3
C[C@@H]1CN([C@@H](C)CO)C(=O)c2cccc(NC(=O)C3CC3)c2O[C@@H]1CN(C)C(=O)Nc1cccc2ccccc12	7.8	0.7
C[C@H]1CN([C@@H](C)CO)S(=O)(=O)c2ccc(C#CCN(C)C)cc2O[C@@H]1CN(C)C(=O)C1CCC1	-3.2	·
C[C@@H]1CN([C@H](C)CO)C(=O)c2c(c3ccccc3n2C)-c2ccccc2CO[C@@H]1CN(C)C(=O)c1ccncc1	-5.4	0.1
C[C@@H]1CN([C@H](C)CO)S(=O)(=O)c2ccc(-c3cccnc3)cc2O[C@@H]1CN(C)C(=O)C1CC1	-12.5	·
COCC(=O)N(C)C[C@H]1Oc2ncc(-c3ccccc3OC)cc2C(=O)N([C@H](C)CO)C[C@H]1C	·	-0.4
Cc1noc(C)c1NC(=O)N(C)C[C@H]1Oc2c(NS(=O)(=O)c3cn(C)cn3)cccc2C(=O)N([C@H](C)CO)C[C@@H]1C	·	-0.7
O=C(COc1ccc([N+](=O)[O-])cc1)Nc1ccc2oc(-c3cccc(F)c3)nc2c1	-7.0	0.4
CCn1c(SCC(=O)Nc2ccc(F)c(F)c2)nnc1-c1ccncc1	-14.9	-0.8
CCOC(=O)c1c(NC(=O)c2ccc(Cn3cc(Cl)cn3)o2)sc2c1CCCCC2	1.9	0.0
Cc1noc(C)c1S(=O)(=O)Nc1ccc2c(c1)C(=O)N([C@H](C)CO)C[C@@H](C)[C@@H](CN(C)C(=O)NC1CCCCC1)O2	·	-0.1
O=C(C[C@H]1C=C[C@H](NC(=O)C2CC2)[C@H](CO)O1)Nc1ccccc1	5.0	-0.7
O=C(C[C@@H]1C[C@H]2c3cc(NS(=O)(=O)c4ccc(F)cc4)ccc3O[C@H]2[C@H](CO)O1)N1CCc2ccccc2C1	-0.9	-0.9
CC(C)C#Cc1ccc2c(c1)O[C@@H](CN(C)Cc1ccccc1)[C@@H](C)CN([C@H](C)CO)S2(=O)=O	20.0	0.3
C[C@@H]1CN([C@H](C)CO)C(=O)c2cc(NC(=O)Nc3ccccc3)ccc2O[C@@H]1CN(C)CC1CCCCC1	·	0.1
CC(=O)N(C)C[C@@H]1Oc2cc(-c3ccccc3)ccc2S(=O)(=O)N([C@@H](C)CO)C[C@H]1C	·	1.8
C[C@H](CO)N1C[C@H](C)[C@@H](CN(C)S(=O)(=O)c2ccc(F)cc2)Oc2ccc(NC(=O)Nc3cccc4ccccc34)cc2CC1=O	·	0.0
C[C@H]1CN([C@@H](C)CO)S(=O)(=O)c2ccc(C3=CCCC3)cc2O[C@@H]1CN(C)C(=O)c1ccc(F)cc1	13.2	-1.3
COc1ccccc1C(=O)NC1(C(F)(F)F)C(=O)N(Cc2ccco2)C2=C1C(=O)CC(C)(C)C2 (stereo not drawn)	1.7	0.1
CCCC#Cc1ccc2c(c1)O[C@H](CN(C)CC1CCOCC1)[C@H](C)CN([C@@H](C)CO)S2(=O)=O	-9.5	-0.1
CN(C)C(=O)C[C@H]1C[C@H]2c3cc(NC(=O)NC4CCCC4)ccc3O[C@H]2[C@@H](CO)O1	18.8	0.2
CO[C@@H](CN(C)CC1CCOCC1)[C@H](C)CN(C(=O)Nc1ccc(F)cc1)[C@H](C)CO	-4.8	0.6
C[C@H](CO)N1C[C@H](C)[C@@H](CN(C)C)Oc2ccc(NS(C)(=O)=O)cc2C1=O	·	1.4
O=C(CC1(O)C(=O)N(Cc2ccc(Cl)c(Cl)c2)c2ccccc21)c1cccc([N+](=O)[O-])c1 (stereo not drawn)	9.5	-0.2
COc1ccc(NC(=O)N(C)C[C@@H]2Oc3c(NC(=O)c4ccncc4)cccc3C(=O)N([C@@H](C)CO)C[C@H]2C)cc1	-6.3	·
C[C@@H]1CN([C@H](C)CO)C(=O)Cc2cc(NS(=O)(=O)c3ccc(Cl)cc3)ccc2O[C@H]1CN(C)C(=O)NC1CCCCC1	·	1.6
C[C@@H]1CN([C@H](C)CO)C(=O)c2cc(C#C[C@@H](C)O)cnc2O[C@H]1CN(C)CC1CCCCC1	·	0.3
C[C@@H]1CN([C@@H](C)CO)S(=O)(=O)c2ccc(Br)cc2O[C@@H]1CN(C)C(=O)C1CCCCC1	15.5	7.2
C[C@H](NC(=O)C[C@H]1C[C@@H]2c3cc(NC(=O)NC4CCCCC4)ccc3O[C@@H]2[C@@H](CO)O1)c1ccccc1	-2.4	2.8
CO[C@@H]1CN(C)C(=O)c2cc(NC(=O)Nc3ccccc3F)ccc2OC[C@H](C)NC[C@H]1C	-5.5	0.0
CO[C@H]1CN(C)C(=O)c2cc(NS(=O)(=O)c3ccc(-c4ccccc4)cc3)ccc2OC[C@H](C)NC[C@H]1C	-0.2	-0.1
CC(C)CC#Cc1ccc2c(c1)O[C@@H](CN(C)C(=O)Cc1ccccc1)[C@H](C)CN([C@@H](C)CO)S2(=O)=O	22.4	0.0
CNC[C@@H]1Oc2ccc(N(C)C)cc2CC(=O)N([C@@H](C)CO)C[C@@H]1C	13.3	1.1
CCCNC(=O)N(C)C[C@H]1Oc2cc(-c3ccncc3)ccc2S(=O)(=O)N([C@H](C)CO)C[C@@H]1C	2.1	6.5
Cn1c(SCc2nc(-c3cccs3)no2)nnc1-c1ccco1	-3.1	-0.1
O=C(CCc1nc(-c2ccccc2F)no1)NC1CCCCC1	·	1.4
COc1ccc(COCC23Oc4ccccc4[C@H]([C@H]2CO)n2c(c4c(c(C(C)=O)c2=O)C(=O)N(C)C4=O)N3C)cc1	-10.4	·
C[C@@H]1CN([C@@H](C)CO)C(=O)c2cc(NC(=O)CCC(F)(F)F)ccc2O[C@H]1CN(C)C(=O)Nc1ccc(F)cc1	-4.3	-0.2
C[C@H](NC(=O)C[C@@H]1C[C@@H]2c3cc(NC(=O)CC4CC4)ccc3O[C@@H]2[C@H](CO)O1)c1ccccc1	-3.1	0.3
CO[C@@H]1CN(C)C(=O)c2ccc(NC(=O)C3CC3)cc2OC[C@H](C)N(CC2CCCC2)C[C@@H]1C	-7.9	0.1
COc1ccc(Cl)cc1NC(=O)CN(C)S(=O)(=O)c1ccc2ccccc2c1	11.2	0.2
C[C@@H]1CCCCO[C@H](CN(C)C(=O)Cc2ccccc2)[C@H](C)CN([C@H](C)CO)C(=O)c2cc(NC(=O)Nc3ccccc3)ccc2O1	·	0.1
CO[C@@H]1CN(C)C(=O)c2ccc(NC(=O)C3CC3)cc2OC[C@H](C)N(C(=O)C2CCOCC2)C[C@@H]1C	-6.7	0.6
CN(C)C(=O)c1cc2c(c(-c3cccc(-c4ccc(F)cc4)c3)n1)[C@H](CCO)N([S@@](=O)C(C)(C)C)C2	-8.5	0.1
C[C@H]1CN([C@@H](C)CO)C(=O)c2cc(C#CC3(O)CCCC3)cnc2O[C@H]1CN(C)Cc1ccccc1	6.7	-0.8
COc1ccc(C(=O)CSc2nc3sc(C)c(C)c3c(=O)[nH]2)cc1C	19.0	0.1

Exported as labelled records: part of the list above
CO[C@@H]1CN(C)C(=O)c2ccc(NC(=O)C3CC3)cc2OC[C@H](C)N(CC2CCCC2)C[C@@H]1C
- PRC2 inh: -7.9
- IDH1 mut inh: 0.1
COc1ccc(Cl)cc1NC(=O)CN(C)S(=O)(=O)c1ccc2ccccc2c1
- PRC2 inh: 11.2
- IDH1 mut inh: 0.2
CC(C)CC#Cc1ccc2c(c1)O[C@@H](CN(C)C(=O)Cc1ccccc1)[C@H](C)CN([C@@H](C)CO)S2(=O)=O
- PRC2 inh: 22.4
- IDH1 mut inh: 0.0
COc1ccc(COCC23Oc4ccccc4[C@H]([C@H]2CO)n2c(c4c(c(C(C)=O)c2=O)C(=O)N(C)C4=O)N3C)cc1
- PRC2 inh: -10.4
- IDH1 mut inh: ·

The list goes on:
SMILES	PRC2 inh	IDH1 mut inh
CC[C@]1(O)C[C@H]2CN(CCc3c([nH]c4ccccc34)[C@@](C(=O)OC)(c3cc4c(cc3OC)N(C=O)[C@H]3[C@@](O)(C(=O)OC)[C@H](OC(C)=O)[C@@]5(CC)C=CCN6CC[C@]43[C@@H]65)C2)C1	-12.9	0.2
Cc1ccc(S(=O)(=O)N[C@H]2CC[C@@H](CCn3cc(-c4cccnc4)nn3)O[C@@H]2CO)cc1	-3.2	-0.7
CO[C@H](CN(C)S(=O)(=O)c1ccc(F)cc1)[C@@H](C)CN([C@H](C)CO)S(=O)(=O)c1cccc(Cl)c1	12.4	-0.1
O=C(C[C@H]1C=C[C@H](NC(=O)Nc2ccc(C(F)(F)F)cc2)[C@H](CO)O1)NCc1cccc(F)c1	-10.7	0.4
C[C@@H]1CN([C@H](C)CO)S(=O)(=O)c2ccc(-c3cccc(C#N)c3)cc2O[C@@H]1CN(C)C(=O)c1ccc(F)cc1	-16.8	0.5
CO[C@@H](CN(C)C(=O)Nc1ccc(C(F)(F)F)cc1)[C@H](C)CN(Cc1ccccc1Cl)[C@@H](C)CO	25.7	-0.4
Cc1ccc(S(=O)(=O)N(C)C[C@H]2OCCCC[C@@H](C)Oc3ccc(NC(=O)Nc4ccccc4)cc3C(=O)N([C@@H](C)CO)C[C@H]2C)cc1	·	-1.8
C/C=C/c1cccc(-c2nc(C(=O)NCc3cccc(OC)c3)cc3c2[C@@H](CCO)N([S@](=O)C(C)(C)C)C3)c1	-2.7	0.0
O=C(CCN1CCCCC1)NCC[C@H]1CC[C@H](NC(=O)C2CCCC2)[C@@H](CO)O1	-2.7	-0.4
CC(=O)Nc1ccc(NC(=O)CN(c2cccc(C(F)(F)F)c2)S(C)(=O)=O)cc1	-4.3	0.0
C/C=C/c1ccc2c(c1)O[C@H](CN(C)Cc1cccnc1)[C@@H](C)CN([C@@H](C)CO)S2(=O)=O	-2.3	5.1
C[C@@H]1CN([C@H](C)CO)C(=O)Cc2cc(NC(=O)Nc3cccc4ccccc34)ccc2O[C@H]1CN(C)C(=O)Nc1ccc2c(c1)OCO2	·	0.2
C[C@H]1CN([C@@H](C)CO)S(=O)(=O)c2ccc(/C=C/c3ccccc3)cc2O[C@@H]1CN(C)C(=O)C1CC1	1.5	-0.4
CO[C@H]1CN(C)C(=O)c2cc(NS(=O)(=O)c3cn(C)cn3)ccc2OC[C@H](C)NC[C@@H]1C	3.6	0.3
C[C@@H]1CN([C@@H](C)CO)C(=O)c2cccc(NC(=O)CCCCCC(=O)Nc3ccccc3N)c2O[C@H]1CN(C)CC1CC1	-47.9	·
C[C@H]1CN([C@@H](C)CO)C(=O)c2cc(C#CCN(C)C)cnc2O[C@@H]1CN(C)C	-5.4	0.9
CO[C@@H]1CN(C)C(=O)c2cc(NC(=O)C3CC3)ccc2OC[C@H](C)N(CC2CC2)C[C@H]1C	2.0	0.4
Cc1noc(C)c1NC(=O)N(C)C[C@H]1OCCCC[C@@H](C)Oc2ccc(NS(C)(=O)=O)cc2C(=O)N([C@@H](C)CO)C[C@H]1C	·	1.3
C[C@H]1CN([C@@H](C)CO)C(=O)Cc2cc(NS(=O)(=O)c3cccs3)ccc2O[C@H]1CN(C)C(=O)Nc1cccc2ccccc12	·	-1.5
O=C(C[C@H]1C=C[C@@H](NC(=O)C2CCOCC2)[C@H](CO)O1)NCC1CC1	0.5	0.0
COc1ccc(NC(=O)Nc2ccc3c(c2)CC(=O)N([C@H](C)CO)C[C@H](C)[C@@H](CN(C)C(=O)Nc2ccc4c(c2)OCO4)O3)cc1	·	0.6

Source: PubChem (Broad Institute)
